# Mm-Cpn inhibitor – blocks the Methanococcus maripaludis chaperonin Mm-Cpn | purified Mm-Cpn ATPase, ADP Transcreener TR-FRET | Potency, µM (doses to about 76.9 µM), for the others: at the highest dose activity, negative = inhibition, actives largely listed as inhibitors | hit rate 0.031% among 330,000 | AID 504842; note: potency is the fitted concentration of half-maximal effect; % is set by controls: 0 for no effect and ±100 for the full control effect; nearly all actives have a fitted effect of over 80% in size
#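 Inhibition of chaperonin ATP hydrolysis is measured as reduced ADP production, detected by competitive TR-FRET in which signal falls with ADP. Final enzyme 25 nM and ATP 10 uM, reacted 30 min at 37°C.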
# GLP-1R inv ag – GLP-1 receptor (human) inverse agonism; P43220; HEK293 GLP-1R CRE-luciferase, luminescence, 24 h; GLP-1R form is constitutively active; Potency, µM (highest dose often 38.3 µM), for inactives: at the top dose activity change, negative = inhibition, usual class: inhibitors; hit rate 1.6% among 410,000; AID 624417; note: potency is the fitted concentration of half-maximal effect; % is set by controls: 0 for no effect and ±100 for the full control effect; nearly all actives have a fitted effect of over 55% in size
# Target sequence (P43220 whole entry, looked up): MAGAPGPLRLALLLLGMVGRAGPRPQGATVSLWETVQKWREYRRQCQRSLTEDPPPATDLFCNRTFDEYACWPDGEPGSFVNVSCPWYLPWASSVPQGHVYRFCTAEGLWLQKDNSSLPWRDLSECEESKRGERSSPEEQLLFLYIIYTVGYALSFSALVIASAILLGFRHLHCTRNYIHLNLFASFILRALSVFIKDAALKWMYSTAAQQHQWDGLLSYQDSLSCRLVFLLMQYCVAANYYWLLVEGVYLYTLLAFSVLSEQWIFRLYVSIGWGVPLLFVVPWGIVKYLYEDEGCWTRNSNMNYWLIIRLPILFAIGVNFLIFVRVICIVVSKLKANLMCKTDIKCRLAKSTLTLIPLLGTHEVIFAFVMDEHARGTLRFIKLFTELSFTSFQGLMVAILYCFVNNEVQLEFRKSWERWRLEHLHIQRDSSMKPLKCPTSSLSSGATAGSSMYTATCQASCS
#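 Stable HEK293 clone (constitutively active GLP-1R + cAMP-response luciferase); 200 cells/uL plated, 12 h pre-culture, compound 24 hr, 37 deg C/5% CO2; detection reagent 12 min RT; luminescence.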
# PTHR1 ag – agonists of human PTHR1 parathyroid hormone receptor; HEK293 GP2 PTHR1 cells, GloSensor cAMP luminescence, 1 h; Potency, µM (top dose mostly 115 µM), for the others: top-dose activation, usual class: activators; hit rate 0.075% among 410,000; AID 743266; note: potency is the fitted concentration of half-maximal effect; nearly all actives have a fitted effect of over 55% in size; some results filed as inactive show a strong effect at the top dose; inactives centre near -15; many of its hits are not listed in these tables
# Target sequence (Q03431 whole entry, looked up): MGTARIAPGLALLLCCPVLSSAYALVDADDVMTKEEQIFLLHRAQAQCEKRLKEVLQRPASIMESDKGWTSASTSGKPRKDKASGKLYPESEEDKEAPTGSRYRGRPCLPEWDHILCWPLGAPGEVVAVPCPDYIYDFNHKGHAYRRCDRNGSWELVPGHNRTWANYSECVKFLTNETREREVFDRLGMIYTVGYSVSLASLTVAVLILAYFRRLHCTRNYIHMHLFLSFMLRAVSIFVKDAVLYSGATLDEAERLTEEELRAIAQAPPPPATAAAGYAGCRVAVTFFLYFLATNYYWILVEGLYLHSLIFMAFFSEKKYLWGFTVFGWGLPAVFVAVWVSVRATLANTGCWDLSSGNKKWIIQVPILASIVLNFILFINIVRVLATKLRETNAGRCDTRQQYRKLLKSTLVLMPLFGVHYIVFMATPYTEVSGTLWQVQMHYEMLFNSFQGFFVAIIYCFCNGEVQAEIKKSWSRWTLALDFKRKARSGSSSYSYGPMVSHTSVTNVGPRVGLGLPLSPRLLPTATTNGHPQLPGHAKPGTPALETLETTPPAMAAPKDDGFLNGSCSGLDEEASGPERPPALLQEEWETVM
#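 HEK-293-derived GP2 cells expressing PTHR1 and a GloSensor cAMP reporter, 3,000/well, plated overnight, given luciferin plus IBMX (each 0.5 mM as added) for 1 h at 37 °C, then compound for 1 h at 37 °C. Luminescence was read after 15 min at room temperature.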
# HEK293 tox – cytotoxic in the GLP-1 receptor inverse agonist counter-screen; HEK293 cAMP-luciferase reporter cells, luminescence, 24 h; Potency, µM (highest dose often 38.3 µM), for inactives: at the top dose activity change, negative = inhibition, usual class: inhibitors; hit rate 0.13% among 410,000;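 note: loss of luciferase light is scored as toxicity; potency is the fitted concentration of half-maximal effect; % is set by controls: 0 for no effect and ±100 for the full control effect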
#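 1536-well qHTS counterscreen of the MLSMR; 200 cells/uL, 12 h pre-incubation, 23 nL cpd, 24 h at 37 deg C 5% CO2, luciferase detection reagent, 12 min RT, luminescence. Inhibition = undesired.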
# TDP-43 yeast inh – TDP-43 toxicity inhibition in yeast | Potency, µM (series often up to 46.1 µM), for the others: top-dose growth rescue (activation), hits mostly activators | hit rate 1.8% among 410,000 | TDP-43 expressing yeast growth rescue, BacTiter-Glo, 24 h | AID 652104; note: potency is the fitted concentration of half-maximal effect; % of control where 0% means no effect; nearly all actives have a fitted effect of over 50% in size
#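 Cell-based yeast growth screen: TDP-43 expression induced in galactose, inoculum OD600=0.02 after raffinose pregrowth to mid-log. Read-out BacTiter-Glo luminescence at 24 hr, 30 deg C; inhibition of toxicity seen as signal increase.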
# FUS suppressor – suppressors of FUS proteinopathy in yeast | S. cerevisiae FUS-expressing, growth rescue, OD600, 24 h | Potency, µM (titrated, usually from 76.6 µM), for the others: at the highest dose growth rescue (activation), actives largely listed as activators | AID 1347120 | hit rate 0.24% among 390,000;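 note: potency is the fitted concentration of half-maximal effect; plate controls were DMSO vehicle for no effect and reference control for full effect; nearly all actives have a fitted effect of over 55% in size; some results filed as inactive show a strong effect at the top dose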
#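 Cultures pregrown in 2.5% raffinose medium are shifted to minimal medium containing 2% galactose to express toxic FUS. Compounds are tested at several concentrations. After 24hr at 30C, growth is quantified at 600 nm absorbance.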
# Akt phos inh – blocks phosphorylation of Akt | Neuro2A IGF-stimulated pAkt S473 HTRF, 20 min; active compounds read low | activity change, % for hits at 50 µM | hit rate 0.32% among 360,000; in the data active = activity change below about -80%; inconclusive = mostly about -51% to -80%; note: % is set by controls: 0 for no effect and ±100 for the full control effect
#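 Neuro2A cells in DMEM with 0.5% FBS, overnight at 37 deg C, given compound at single 50 µM final, then IGF (6 nM final) for 20 min at 37 deg C. Lysed; phospho-Akt Ser473 by HTRF after 24 h, 665/615 ratio.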
# aSyn yeast inh – alpha-synuclein toxicity inhibition in yeast | Yeast expressing alpha-synuclein, growth rescue, BacTiter-Glo, 24 h | Potency, µM (highest dose often 46.1 µM), inactives show top-dose growth rescue (activation), most hits filed as activators | hit rate 0.14% among 370,000 | AID 652106; note: potency is the fitted concentration of half-maximal effect; % of control where 0% means no effect; nearly all actives have a fitted effect of over 65% in size
#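 Readout is rescue of growth in alpha-synuclein-expressing yeast, so inhibitors of toxicity appear as activators. Growth after 24 hr at 30 deg C in galactose medium is quantified by luminescence.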
# Abeta rescue – A-beta toxicity reversal in yeast; AID 1347071; Potency, µM (titrated, usually from 46.1 µM), for inactives: at the highest dose growth rescue, actives largely listed as activators; yeast expressing A-beta42, growth rescue, OD600, 48 h; response scale: 0% DMSO, 100% iron-clioquinol control; hit rate 0.063% among 410,000; note: potency is the fitted concentration of half-maximal effect; nearly all actives have a fitted effect of over 55% in size
#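 Growth rescue measured by 600 nm absorbance after 48 h yeast culture at 30 C with compound. Values normalized between DMSO and an equimolar ferric chloride plus clioquinol control.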
# * marks the source's active call; other numbers are inactive results; i = inactive; ? = inconclusive; · = no result given; [ ] = another dose, or the depositor's remark. Unless noted, calls come from the whole dose curve; as a rule, active = well fitted curve in the direction sought with a large enough effect; inconclusive = small, poorly fitted or top-dose-only effect, or another doubt; inactive = no such curve, though single readings can be large; an effect the other way counts as inactive or inconclusive. Some of the compounds tested (hit frequency here may not be typical).
canonical_smiles	Mm-Cpn inhibitor	GLP-1R inv ag	PTHR1 ag	HEK293 tox	TDP-43 yeast inh	FUS suppressor	Akt phos inh	aSyn yeast inh	Abeta rescue
Nc1ccc(NC(=S)Nc2ccccc2)cc1	3%	11%	i	-5%	10%	-1%	i	3%	9%
O=C(COC(=O)c1cc(=O)[nH]c2ccccc12)NC(=O)NC1CCCCC1	-1%	14%	-22%	2%	-7%	19%	i	-14%	-2%
CCN1C(=O)[C@H]2[C@@H](c3ccc(-c4ccc(C(C)=O)cc4)cc3)N[C@@](C)(C(=O)OC)[C@H]2C1=O	2%	3%	-25%	1%	14%	7%	i	3%	-6%
CCOCCc1nn2c(=O)cc(COC(=O)c3ccccc3OC)nc2s1	·	4%	-43%[inhibitor]	-6%	15%	23%	·	·	-5%
CN(Cc1cccc(F)c1)C(=O)CSc1nnnn1C1CC1	2%	14%	i	0%	-18%	9%	i	6%	5%
CCCCCCc1cc2cc(-c3nnc(-c4ccccc4OC)o3)c(=O)oc2cc1O	-1%	?	-24%	388%[activator]	0%	·	i	1%	12%
COc1ccc2c(c1)O[C@@H](c1cccc(C(F)(F)F)c1)[C@H](OC(=O)Nc1ccc(OC(F)F)cc1)C2=O	-3%	?	-7%	-7%	11%	19%	i	8%	9%
Cc1cccc(-c2ncc(CN3CCN(CC(C)C)C(CCO)C3)cn2)c1 (stereo unspecified)	1%	?	-23%	13%	-3%[9.22 µM]	0%	i	-10%	-5%
CCCCNC(=O)CN(c1cccc(Br)c1)S(C)(=O)=O	1%	12%	i	3%	0%	·	i	-2%	0%
COc1ccc(OC)c(CNC(=O)Cn2nc(C)c3c(C)n(-c4ccc(C)cc4)nc3c2=O)c1	-3%	-16%	i	-7%	13%	24%	i	-1%	11%
COC(=O)COc1ccc(S(=O)(=O)Nc2cc([N+](=O)[O-])ccc2C)cc1	-1%	-9%	i	-2%	-17%	1%	i	0%	-16%
COC(=O)C1=C(C)NC(=S)NC1c1ccco1 (stereo unspecified)	-1%	-11%[7.66 µM]	i	-8%[7.66 µM]	-16%[9.22 µM]	-3%	i	1%	-13%
Cn1c(=O)c2c(nc(CN3CCN(Cc4ccccc4)CC3)n2Cc2ccc(F)cc2)n(C)c1=O	0%	-16%	-23%	-16%	12%	-5%	i	1%	18%
Cc1cccc(NC(=O)CSc2nc(N)c(NC(=O)c3cccs3)c(=O)[nH]2)c1C	-4%	8%	-13%	2%	1%	-17%	i	-3%	-1%
COCCCNc1nc2nonc2nc1N1CCN2CCCC2C1 (stereo unspecified)	0%	6%	i	2%	14%	-22%	i	-12%	2%
COc1ccc(S(=O)(=O)N(C)CC(=O)Nc2ccc3c(c2)OCCO3)cc1OC	-3%	1%	i	-8%	-1%	-1%	·	-2%	9%
Cc1c(C)n(C(=O)CSc2nccn2C)c2ccccc12	0%	26%	i	8%	-16%	32%	i	-6%	-16%
CN(C)N1C(N)=C(C#N)C(c2ccc3c(c2)OCO3)C2=C1CC(C)(C)CC2=O (stereo unspecified)	0%	31%[activator]	i	1%	-12%	4%	i	1%	-13%
COc1cc([N+](=O)[O-])ccc1NC(=O)C1C2C=CC(C2)C1C(=O)O (stereo unspecified)	-4%	-16%	i	-6%	-18%	-22%	i	-1%	-12%
Cc1cccc(-n2c(Cc3cc(=O)[nH]c(=O)[nH]3)nnc2SCC(=O)NCC2CCCO2)c1 (stereo unspecified)	1%	2%	-16%	3%	0%	-21%	i	-1%	5%
CCCCN(C)C(=O)C1CCCN(c2ncnc3onc(-c4ccc(F)cc4)c23)C1 (stereo unspecified)	·	-31%	i	-5%	0%	11%	·	·	13%
Cc1nc2ccccc2cc1OCc1ccc(Cl)cc1	0%	?	-32%[57.5 µM]	7%	?	14%	i	-17%	-5%
COC(=O)c1sc2cccc(F)c2c1S(=O)(=O)NCc1ccc(F)cc1	·	8%	-34%[inhibitor]	0%	18%	-16%	·	·	-13%
Cc1cc(C(=O)NCc2ccco2)on1	1%	-2%	-8%	11%	0%	-26%	i	5%	19%
COCC(=O)Nc1ccc(C(N)=O)cc1	1%	0%	i	1%	-13%	-2%	i	-1%	-4%
O=C1OCCOC2CCCc3oc(-c4ccccc4)c1c32 (stereo unspecified)	·	9%	-16%	5%	?	-12%	i	-12%	-20%
CC1=NN(c2ccccc2)C(=O)/C1=C/c1cn(C)c2ccccc12	0%	-9%	-9%	0%	-4%	24%	i	0%	-7%
CN1c2ccsc2C(=O)/C(=C\Nc2cccc(C(F)(F)F)c2)S1(=O)=O	0%	-3%	i	-1%	13%	-11%	i	0%	-3%
C#CCCCCCCC#CCN(C)C	1%	11%	i	7%	14%	-13%	i	-1%	12%
COc1cc(C(=O)N2CCC(NC(=O)C(Cc3ccccc3C)NC(C)=O)CC2)cc(OC)c1OC (stereo unspecified)	2%	5%	0%[57.5 µM]	2%	-5%	27%	·	-5%	-13%
COc1ccccc1/C=N/Nc1nc(C)cc(C)n1	-1%	22%	-2%	0%	3%	-11%	i	5%	9%
CC(=O)Nc1nc(NC(=O)/C=C/c2ccccc2)n(-c2ccccc2)n1	-1%	-25%	i	-20%	18%	·	i	0%	1%
Cc1ccc(Cl)cc1NC(=O)C1CCCN(S(=O)(=O)c2c(C)noc2C)C1 (stereo unspecified)	1%	-15%	i	-23%	-4%	6%	i	-10%	-3%
O=C(Cn1nnc2ccccc2c1=O)Nc1cc(C(F)(F)F)ccc1N1CCOCC1	-3%	25%	i	-4%	17%	-9%	i	-5%	-1%
O=c1cc(O)nc2n1CCCS2	2%	5%	i	3%	16%	-2%	i	4%	14%
Cc1ccc(-n2ncc(C(=O)N3CCC(c4ccccc4)C3)c2C2CCN(C(=O)OC(C)(C)C)CC2)cc1 (stereo unspecified)	·	5%	0%	1%	?	6%	·	·	-13%
CCOC(=O)C1=CCC(c2ccc(C#N)cc2)N(S(=O)(=O)c2ccc(C)cc2)C1 (stereo unspecified)	·	?	-6%	-12%	22%	39%	i	10%	6%
CCC1CCCCN1C(=O)CSc1nc(-c2ccc(OC)cc2)cc(C(F)(F)F)n1 (stereo unspecified)	·	?	-30%[inhibitor]	4%	-2%	37%	·	·	-10%
CC(NC(=O)c1c(O)c2ccccc2n(C)c1=O)c1ccccc1 (stereo unspecified)	-4%	?	-63%[inhibitor]	-2%	·	47%	i	9%	-30%[inhibitor]
CCOc1cc(CNCCc2ccccc2)ccc1OCC(=O)NC(C)(C)C	4%	?	i	-24%	3%	·	i	-14%	-13%

# Already shown: entries from further up.
canonical_smiles	Mm-Cpn inhibitor	GLP-1R inv ag	PTHR1 ag	HEK293 tox	TDP-43 yeast inh	FUS suppressor	Akt phos inh	aSyn yeast inh	Abeta rescue
CC1=NN(c2ccccc2)C(=O)/C1=C/c1cn(C)c2ccccc12	0%	-9%	-9%	0%	-4%	24%	i	0%	-7%
CN1c2ccsc2C(=O)/C(=C\Nc2cccc(C(F)(F)F)c2)S1(=O)=O	0%	-3%	i	-1%	13%	-11%	i	0%	-3%
C#CCCCCCCC#CCN(C)C	1%	11%	i	7%	14%	-13%	i	-1%	12%

# Next section
canonical_smiles	Mm-Cpn inhibitor	GLP-1R inv ag	PTHR1 ag	HEK293 tox	TDP-43 yeast inh	FUS suppressor	Akt phos inh	aSyn yeast inh	Abeta rescue
CC(=O)Oc1ccc2c(=O)c(Oc3ccccc3[N+](=O)[O-])coc2c1	2%	0%	i	-6%	-6%	·	i	18%	-10%
O=C(NCc1ccc2c(c1)CCN2C(=O)c1ccncc1)c1ccc(Cl)cc1	·	4%	i	-3%	21%	-3%	·	·	-4%
Cc1c(NS(=O)(=O)c2ccc(C(=O)N(C)Cc3cccc(Cl)c3Cl)cc2)c(=O)n(-c2ccccc2)n1C	·	-17%	-2%	-11%	21%	43%	i	0%[1.84 µM]	16%
COc1ccc(S(=O)(=O)N(C)c2ccc(C(=O)NCCC(C)C)cc2)cc1	-1%	?	i	?	-19%	47%	i	26%	-35%
CC(=O)NC(Cc1cccc(C)c1)C(=O)NC1CCN(C(=O)NCc2ccccc2)CC1 (stereo unspecified)	0%	18%	i	0%	7%	-3%	i	5%	12%
CC(C)NS(=O)(=O)c1ccc(NC(=O)C(C)OC(=O)CCC(=O)c2cccs2)cc1 (stereo unspecified)	-1%	5%	-31%[inhibitor]	-12%	15%	9%	i	6%	-10%
COc1cccc(/C(C)=N/N=C(\C)c2cccc(OC)c2)c1	0%	-13%	-44%	-1%	15%	-6%	i	1%	9%
Cc1c2cnn(CC(=O)Nc3cccc(C(F)(F)F)c3)c(=O)c2c(C)n1Cc1ccccc1F	-2%	4%	-22%	2%	2%	0%	i	5%	2%
CC(Oc1cccc(Br)c1)C(=O)NNC(=O)c1ccccn1 (stereo unspecified)	0%	11µM*	-8%	?	25µM*	-9%	i	?	?
NNC(=O)CCc1ccc(S(=O)(=O)N2CCOCC2)cc1	2%	11%	8%	5%	-2%	-20%	i	-2%	-9%
O=C(O)CC(Cc1ccc(Cl)cc1)C(=O)Nc1ccccc1 (stereo unspecified)	-1%	2%	-3%	-24%	-22%	-14%	i	4%	-12%

# Assay outcomes: PubChem, National Center for Advancing Translational Sciences (NCATS)
